# From PubChem
# aGlu spleen mod = lysosomal alpha-glucosidase (human) modulation; P10253; human spleen homogenate, 4-MU-alpha-glucoside fluorescence; Potency, µM (highest dose often 79.9 µM), for inactives: at the highest dose activity change, negative = inhibition, actives largely listed as inhibitors; hit rate 0.006% among 240,000; AID 2112;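 also: 0% = enzyme with vehicle and -100% = no enzyme basal signal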
#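 Enzyme source: human spleen homogenate, 1 ug/well. Buffer 50 mM citric acid/K phosphate pH 5.0, 0.01% Tween-20. 4-MU-alpha-glucoside 1 mM; 37 C x 40 min; NaOH/glycine stop; fluorescence.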
# GAA glycogen = alters human alpha-glucosidase cleavage of glycogen; Potency, µM (highest dose often 76.4 µM), for inactives: at the top dose activity change, negative = inhibition, actives largely listed as inhibitors; hit rate 0.38% among 300,000; AID 2100; recombinant GAA, glycogen substrate, Amplex Red glucose oxidase fluorescence; P10253;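 also: 0% = full enzyme reaction and -100% = no-enzyme basal signal; the screen sought inhibitors and activators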
#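 qHTS, 1536-well; enzyme 4 nM final; cpd up to 77 uM; substrate bovine liver glycogen 30 ug; 50 mM citrate/phosphate pH 5.0, 0.01% Tween-20; 37 C, 40 min; Amplex Red detection 45 min RT; Hill fit → AC50.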
# GAA inh = alpha-glucosidase (human) inhibition; Potency, µM (series often up to 76.9 µM), without a hit: at the highest dose activity change, negative = inhibition, actives largely listed as inhibitors; hit rate 0.005% among 200,000; purified human GAA, 4-MU-alpha-glucoside fluorescence; P10253;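 also: plate controls were uninhibited enzyme wells for no effect and no-enzyme background for full effect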
#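 Human enzyme at 4 nM with 400 uM 4-methylumbelliferyl-alpha-D-pyranoside, citrate/phosphate buffer pH 5.0, 0.005% Tween-20, 20 min at room temperature. Compounds up to 77 uM. 4-MU fluorescence (Ex 365/Em 440) read after NaOH/glycine stop; AC50 from Hill fit.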
# JMJD2E inh = JMJD2E (human) inhibition; B2RXH2; JMJD2E catalytic domain, FDH-coupled NADH fluorescence (FDH is formaldehyde dehydrogenase); Potency, µM (doses to about 57.1 µM), for the others: at the top dose activity change, negative = inhibition, most hits filed as inhibitors; hit rate 1.6% among 230,000; AID 2147; active = well fitted inhibition curve with a large enough effect, not every such curve was filed as active; inconclusive = small, poorly fitted or top-dose-only effect, or another doubt; inactive = no such curve, though single readings can be large or run the other way;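 also: 0% = wells with enzyme and -100% = buffer wells without enzyme; nearly all actives have a fitted effect of over 50% in size; many of its hits are not listed in these tables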
# Target sequence (B2RXH2 1-337 limits assumed): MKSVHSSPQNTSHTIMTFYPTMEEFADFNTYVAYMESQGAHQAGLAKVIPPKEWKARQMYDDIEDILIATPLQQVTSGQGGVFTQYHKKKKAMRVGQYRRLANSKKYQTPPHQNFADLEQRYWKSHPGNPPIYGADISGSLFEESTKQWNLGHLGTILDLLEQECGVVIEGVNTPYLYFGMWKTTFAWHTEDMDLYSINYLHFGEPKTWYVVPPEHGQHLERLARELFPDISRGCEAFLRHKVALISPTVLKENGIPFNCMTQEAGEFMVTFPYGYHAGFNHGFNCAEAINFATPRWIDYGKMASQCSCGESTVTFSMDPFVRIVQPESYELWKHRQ
# aGal spleen mod = inhibitors or activators of human alpha-galactosidase in spleen homogenate | P06280 | human spleen homogenate, 4MU-alpha-Gal fluorescence, 40 min | Potency, µM (doses to about 80 µM), without a hit: top-dose activity change, negative = inhibition, actives largely listed as inhibitors | hit rate 0.008% among 240,000;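 also: 0% = enzyme with vehicle and -100% = no enzyme basal signal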
# Target sequence (P06280 32-429 limits assumed): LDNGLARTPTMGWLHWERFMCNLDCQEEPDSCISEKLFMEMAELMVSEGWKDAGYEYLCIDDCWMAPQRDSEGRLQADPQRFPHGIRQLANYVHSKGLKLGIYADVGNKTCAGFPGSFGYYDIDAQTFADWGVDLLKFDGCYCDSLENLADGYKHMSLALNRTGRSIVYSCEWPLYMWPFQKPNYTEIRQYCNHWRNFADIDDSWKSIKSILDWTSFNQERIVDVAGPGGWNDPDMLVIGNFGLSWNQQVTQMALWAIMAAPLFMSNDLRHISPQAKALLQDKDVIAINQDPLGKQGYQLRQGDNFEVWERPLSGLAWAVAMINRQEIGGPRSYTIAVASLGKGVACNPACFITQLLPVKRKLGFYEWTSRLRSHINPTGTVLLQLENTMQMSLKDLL
#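 qHTS titration in buffer at pH 5.0. Alpha-galactosidase activity in spleen homogenate was measured via 4-methylumbelliferone release from 1 mM fluorogenic substrate after 40 min at 37C and a pH 10 stop. AC50 came from Hill fits of control-normalized data.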
# ALDH1A1 inh = blocks purified human ALDH1A1 activity. P00352. Purified ALDH1A1, NADH fluorescence, propionaldehyde substrate. Potency, µM (highest dose often 75.3 µM), for inactives: at the top dose activity, negative = inhibition, hits mostly inhibitors. hit rate 7.3% among 220,000. AID 1030; active = well fitted inhibition curve with a large enough effect, not every such curve was filed as active; inconclusive = small, poorly fitted or top-dose-only effect, or another doubt; inactive = no such curve, though single readings can be large or run the other way;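 also: plate controls were no enzyme wells and a reference inhibitor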
# GoLoco inh red = inhibitors of human Gai1-RGS12 GoLoco interaction (red fluorophore). Gai1:RGS12 GoLoco peptide FP, rhodamine, 10 min. P63096. Potency, µM (doses to about 61.6 µM), for inactives: at the highest dose activity, negative = inhibition, usual class: inhibitors. hit rate 0.44% among 230,000. AID 880; active = well fitted inhibition curve with a large enough effect, not every such curve was filed as active; inactive = no such curve, though single readings can be large or run the other way; also: % is scaled to controls: 0 for no effect and ±100 for the full control effect; nearly all actives have a fitted effect of over 30% in size; many of its hits are not listed in these tables
# Target sequence (P63096 whole entry, looked up): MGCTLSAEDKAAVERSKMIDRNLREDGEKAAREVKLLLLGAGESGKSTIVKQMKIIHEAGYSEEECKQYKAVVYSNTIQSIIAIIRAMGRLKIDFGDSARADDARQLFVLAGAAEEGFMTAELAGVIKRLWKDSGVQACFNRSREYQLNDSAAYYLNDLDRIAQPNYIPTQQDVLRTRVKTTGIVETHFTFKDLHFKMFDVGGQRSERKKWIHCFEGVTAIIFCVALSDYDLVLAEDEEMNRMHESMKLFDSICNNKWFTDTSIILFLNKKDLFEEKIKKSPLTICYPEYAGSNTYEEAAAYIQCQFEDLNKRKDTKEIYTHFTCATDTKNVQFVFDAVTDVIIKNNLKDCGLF
# SMN2 splice enh = increases expression of the SMN2 splice variant; Potency, µM (top dose mostly 46.1 µM), for inactives: top-dose activity change, positive = activation, actives largely listed as activators; hit rate 2.8% among 210,000; AID 1458; HEK293 SMN2-luciferase splicing reporter, luminescence, 30-36 h; also: % of control where 0% means no effect; nearly all actives have a fitted effect of over 55% in size
#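 qHTS luciferase splicing reporter: luminescence rises when SMN2 exon 7 is included in transfected HEK293 cells. Compound exposure lasted 30-36 h at 37C, with 4.5 mM final sodium butyrate as control, followed by a ONE-Glo read.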
# * hit, by the source's call; ? = inconclusive; · = not tested or not shown; [ ] = remark or other dose. Unless noted, calls follow the shape of the dose curve; as a rule, active = well fitted curve in the direction sought with a large enough effect; inconclusive = small, poorly fitted or top-dose-only effect, or another doubt; inactive = no such curve, though single readings can be large; an effect the other way counts as inactive or inconclusive. Potency is read from the fitted curve at half-maximal effect. Not all compounds are listed, so the mix of outcomes need not match the whole.
SMILES,aGlu spleen mod,GAA glycogen,GAA inh,JMJD2E inh,aGal spleen mod,ALDH1A1 inh,GoLoco inh red,SMN2 splice enh
CCCCOC(=O)CCc1nc2ccccc2[nH]1,8%,1%,5%,0%,9%,?,-4%,8%
CC1CCN(S(=O)(=O)c2cn(CC(=O)N3CCN(C)CC3)c(=O)c3ccccc23)CC1,-3%,9%,-8%,-13%,-2%,?,4%,-6%
c1ccc(CNc2ccc3ccccc3n2)nc1,1%,-4%,-3%,?,8%,-10%,4%,?
Cn1ccnc1/C(=N\NC(=O)c1ccc(O)cc1)c1cccc([N+](=O)[O-])c1,-4%,3%,·,-2%,-13%,·,1%,·
CC(=O)c1cccc(NC(=O)c2nc(-c3ccccc3)oc2C)c1,-2%,-1%,?,-5%,-14%,?,7%,-38%[inhibitor]
CCOC(=O)c1cc(C(=O)Nc2ccc(C)c(F)c2)nn1C,-6%,3%,12%,?,2%,6%,9%,42%
COc1ccc(/C=N/Nc2nc(N3CCCC3)nc(N3CCCC3)n2)cc1O,0%,?,10%,5%,-7%,6%,9%,-7%
Cc1cc(Cl)ccc1NC(=S)NCc1cccs1,1%,-8%,5%,7%,3%,0%,2%,-9%
COC(=O)c1cc2n(n1)CCN(Cc1ccccc1Cl)C2=O,2%,6%,-6%,-2%,-1%,2%,2%,-6%
N#Cc1nc(-c2ccc(F)cc2)oc1NCc1ccccc1,-9%,2%,-2%,?,-1%,?,0%,·
COC(=O)c1ccc(-n2nc(C(F)(F)F)c3c2-c2ccoc2CC3)cc1,1%,-5%,0%,-13%,4%,?,6%,-7%
O=C(C[n+]1ccc(C(=O)NCc2ccccc2)cc1)c1ccc(OC(F)F)cc1,-2%,-1%,-5%,?,-7%,?,9%,·
CN(c1nc2ccccc2n2c(C3CC3)nnc12)S(=O)(=O)c1ccccc1,-9%,-2%,·,4%,-6%,·,5%,·
Cc1ccc(C23CC4CC(CC(CC(=O)N5CCOCC5)(C4)C2)C3)cc1,0%,-5%,?,6%,2%,4%,1%,-16%
CCOC(=O)C1CCN(S(=O)(=O)c2ccc(C(C)(C)C)cc2)CC1,3%,11%,?,-20%,-5%,12%,9%,·
Cn1[nH]c(C(F)(F)F)cc1=O,·,-2%,4%,-6%,4%,11%,2%,11%
O=C(CC1NCCNC1=O)Nc1ccc2c(c1)OCCO2 (stereo unspecified),7%,-1%,3%,10%,9%,8%,6%,7%
Cc1nc2ccc(C(=O)c3ccccc3)cc2[nH]1,1%,0%,-1%,9%,2%,?,3%,?
CC(=O)c1ccc(N2CCC(C)CC2)c(F)c1,·,7%,-1%,3%,-1%,-3%,-3%,-7%
CCN1C(=O)CC(c2ccco2)Sc2ccccc21 (stereo unspecified),2%,-10%,3%,-2%,4%,?,-12%,?
Cc1nc(SCC(=O)O)c(C#N)c(C)c1CC(=O)c1ccccc1,2%,-7%,1%,-13%,2%,-25%,-1%,-12%
COc1cc(OC)c(C(=O)N2CCCC2)cc1OC,0%,12%,?,-14%,-2%,4%,9%,·
C=CCN=C(NC#N)SCc1ccccc1,9%,5%,?,2%,3%,8%,-4%,14%
CCn1c(SCC(=O)N2CCN(c3ccccc3)CC2)nnc1-c1c[nH]c2ccccc12,-2%,-1%,-2%,7%,-1%,8%,1%,-75%[inhibitor]
Cc1cc(=O)oc2cc(OCC(=O)OCC(=O)NCCc3ccccc3)ccc12,9%,2%,-2%,?,-1%,?,8%,6%
N#Cc1ccc(-c2ccc(OCC(=O)NCC(=O)Nc3ccc(F)c(F)c3F)cc2)cc1,1%,4%,-5%,?,-2%,?,6%,-4%
CSc1ccccc1NC(=O)c1ccccc1N(C)S(C)(=O)=O,-7%,?,12%,-7%,-9%,5%,6%,12%
Cc1ccc(OCC(=O)N2CC3(C)CC2CC(C)(C)C3)cc1 (stereo unspecified),2%,-8%,1%,11%,5%,5%,-3%,-25%
Cn1c(SCC(=O)N2CCc3ccccc32)nc2cccnc21,5%,-22%,-2%,0%,15%,2%,9%,-29%
CCCOc1cc(C)c(Cl)cc1S(=O)(=O)N(CC)CC,-2%,-8%,-15%,-4%,2%,-3%,9%,-12%
CNC(=O)c1ccc(-c2ccccc2)s1,-5%,-4%,-2%,?,2%,?,-6%,7%
CC(C)Oc1ccc(C2C(C(=O)c3ccco3)=C(O)C(=O)N2Cc2cccnc2)cc1 (stereo unspecified),-7%,-20%,-7%,-3%,-4%,-1%,9%,-15%
COc1ccc(NC(=O)Nc2ccccn2)cc1OC,3%,-9%,·,-2%,6%,·,-4%,·
COCc1nnc(NC(=O)CS(=O)(=O)Cc2ccccc2)s1,5%,1%,-1%,-8%,21%,-8%,1%,12%
O/N=C/c1ccccc1Oc1ccccc1,-2%,3%,2%,8%,1%,?,-7%,-6%
COc1ccc(Nc2oc(-c3ccccc3F)nc2C#N)cc1,13%,-27%,?,?,9%,?,16%,·
COc1ccc(N2CCN(C3CC(=O)N(Cc4ccc(N5CCCC5=O)cc4)C3=O)CC2)cc1 (stereo unspecified),-6%,5%,4%,-2%,1%,-6%,-20%,-16%
CC(=O)Oc1ccc(C2OC(=O)c3ccccc3N2C(C)=O)cc1 (stereo unspecified),3%,3%,-13%[15.4 µM],?,4%,-11%,3%,1%
COc1ccc(CNc2ncncc2-c2ccccc2OC)c(OC)c1,1%,·,·,·,3%,?,3%,·
O=C(NC1CCCC1)C(c1ccsc1)N(C(=O)Cc1cccs1)c1cccc(F)c1 (stereo unspecified),-5%,-2%,3%,13%,-10%,10%,3%,-3%
Fc1ccc(-c2csc3ncnc(Nc4ccc(N5CCOCC5)cc4)c23)cc1,-10%,-28%,-6%,?,-2%,2%,14%,-19%
Cc1nnsc1-c1nnc(SCC(=O)c2ccccc2)n1C1CC1,-8%,-2%,-12%,?,-3%,?,0%,·
Cc1cccc(-n2nc([N+](=O)[O-])c(N3CCN(C(=O)c4ccco4)CC3)[n+]2[O-])c1,-2%,-9%,-3%,3%,5%,?,4%,-8%
CC1CC(C)CN(C(=O)CCc2ccccc2)C1 (stereo unspecified),-3%,-9%,3%,-2%,6%,1%,0%,-6%
CC(=O)/C(=N/Nc1ccccc1)Sc1nnc(C(O)c2ccccc2)n1-c1ccccc1 (stereo unspecified),-1%,3%,0%,7%,0%,13%,1%,-3%
Cc1cc(=O)n2c3ccccc3n(CC(O)CN3CCCCC3)c2c1C#N (stereo unspecified),-9%,-1%,4%,?,6%,?,-2%,-17%
CCCCCc1cc(=O)oc2c(C(CCN(CC)CC)c3ccc(OC)cc3)c(OC)cc(OC)c12 (stereo unspecified),2%,-4%,·,?,-1%,·,4%,·
C=CCNC(=S)NNC(=O)c1cc(C)nc2ccccc12,4%,5%,2%,2%,5%,8%,4%,1%
c1ccc(CSc2ccc(-c3cccs3)nn2)cc1,5%,-4%,0%,-3%,0%,16%,15%,16µM*
CC1CCN(C(=O)c2cc(-c3ccccc3O)on2)CC1,2%,-6%,-5%[15.4 µM],3%,5%,14µM*,4%,?
O=C(NCCc1ccc(Cl)cc1)c1cc2ccccn2n1,-2%,8%,·,?,11%,·,16%,·
Cc1ccc(Sc2ccc(/C=C3/C(=O)NN(c4ccccc4)C3=O)o2)cc1,3%,-16%,·,-1%,-5%,·,6%,·
CCCCn1c(SCC(=O)NCc2ccco2)nc2c(sc3ccccc32)c1=O,-7%,12%,4%,7.1µM*,-2%,?,3%,-6%
COc1cccc(OC)c1OCC(C)CNCC1CCCO1 (stereo unspecified),-9%,-3%,-2%,?,-4%,-11%,-9%,16%
COc1cc(SC)ccc1C(=O)Nc1ncc(Cl)cc1Cl,1%,-5%,1%,-14%,-5%,10%,6%,13µM*
CCOC(=O)c1[nH]c2ccc(C)cc2c1NC(=O)CN1CCCCC1,-5%,-1%,0%,?,2%,?,8%,5%
O=C(NCc1ccco1)c1ccc(Cl)c(S(=O)(=O)N2CCOCC2)c1,-4%,2%,-2%,0%,-1%,-9%,-40%,8%
Cc1ccc2nc(/C(C#N)=C\c3ccc(N4CCOCC4)o3)[nH]c2c1,-23%,-9%,-10%,-6%,25%,?,149%[activator],4µM*
CCCCOc1cc(=O)[nH]c(=O)[nH]1,0%,3%,0%,11%,-1%,-2%,-4%,-6%
CN(C)CCCNC(=O)C(=O)NCC1CCCO1 (stereo unspecified),-3%,0%,-1%,-8%,1%,3%,-3%,-2%

# As a working copy, part of the list above.
SMILES,aGlu spleen mod,GAA glycogen,GAA inh,JMJD2E inh,aGal spleen mod,ALDH1A1 inh,GoLoco inh red,SMN2 splice enh
CCCCOC(=O)CCc1nc2ccccc2[nH]1,8%,1%,5%,0%,9%,?,-4%,8%
CC1CCN(S(=O)(=O)c2cn(CC(=O)N3CCN(C)CC3)c(=O)c3ccccc23)CC1,-3%,9%,-8%,-13%,-2%,?,4%,-6%
c1ccc(CNc2ccc3ccccc3n2)nc1,1%,-4%,-3%,?,8%,-10%,4%,?
Cn1ccnc1/C(=N\NC(=O)c1ccc(O)cc1)c1cccc([N+](=O)[O-])c1,-4%,3%,·,-2%,-13%,·,1%,·
CC(=O)c1cccc(NC(=O)c2nc(-c3ccccc3)oc2C)c1,-2%,-1%,?,-5%,-14%,?,7%,-38%[inhibitor]

# Remaining list, next part.
SMILES,aGlu spleen mod,GAA glycogen,GAA inh,JMJD2E inh,aGal spleen mod,ALDH1A1 inh,GoLoco inh red,SMN2 splice enh
COc1ccc(N2C(=O)C(F)(F)C2c2ccccc2F)cc1 (stereo unspecified),-7%,1%,-5%,-17%,-7%,-9%,7%,1%
CCCCCCCCCCCCCCCCCCOCC(O)CO (stereo unspecified),-9%,·,·,1%,-5%,0%,-12%,-4%
Fc1ccc(Oc2cnns2)cc1,·,9%,?,9%,-3%,7%,4%,-2%
COc1ccc(N(CC(=O)Nc2cc(C)on2)S(=O)(=O)c2ccc(Cl)cc2)cc1,1%,7%,0%,5%,0%,-1%,8%,-46%[inhibitor]
CCOC(=O)c1ccc(NC(=O)CSc2nnc(NC(=O)c3ccc(S(=O)(=O)N4CCOCC4)cc3)s2)cc1,0%,12%,-2%,-3%,-9%,9%,-2%,?
